# Bioassay records deposited in PubChem by several laboratories.
# proCasp3 act – activates human procaspase-3. recombinant procaspase-3 D3A, Ac-DEVD-pNA absorbance 405 nm. activation, % at 8.5 µM. hit rate 0.11% among 330,000. AID 463141. P42574;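 active means activation above the mean of all tested compounds plus 3 SD, cut at about 21% in these data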;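 further: 0% = DMSO alone and 100% = DMSO wells spiked with extra 5 µM PC-3 D3A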
#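 assay system = Procaspase-3 D3A mutant | signal = absorbance at 405 nm, 0 and 120 min | times = 1 h preincubation plus 2 h reaction at 25 °C | repeats = single replicate | read-out = % activation between DMSO and enzyme-spiked controls | medium = Zinc-free HEPES saline buffer with Triton X-100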
# core dimer inh – blocks dimerization of HCV core protein | TR-FRET GST/Flag-core106 dimerization, 1536-well | hit rate 0.33% among 300,000 | inhibition, % at 5 µM;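 active means inhibition above the mean of all tested compounds plus 3 SD, set per screening campaign, cut at about 45% in these data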
#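 assay system = GST-tagged and Flag-tagged HCV core protein residues 1-106 | controls = unlabelled core106 and no-GST-core106 wells | incubation = compound-protein-antibody incubation 4 h at 22.5 °C | probe or stimulus = Eu donor and XL665 acceptor anti-tag antibodies | read-out = % inhibition based on acceptor/donor emission ratio | signal = TR-FRET 671 and 617 nm emission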
# VLA-4 inh – inhibition in a human VLA-4 binding assay; P13612; VLA-4 expressing cells, ligand binding flow cytometry; inhibition, % (about 7 µM as worked out from the volumes in the protocol); hit rate 0.2% among 330,000; AID 2557; in the data active means inhibition above about 50%
# Fh CTSL1 inh – counter-screen for PFM18AAP inhibitors: inhibitors of F. hepatica cathepsin L1; recombinant F. hepatica cathepsin L1, Z-Leu-Arg-MCA fluorescence; inhibition, % at 5.96 µM; hit rate 0.49% among 300,000;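 active means inhibition above the mean of all tested compounds plus 3 SD, set per screening campaign, cut at about 17% in these data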;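 further: 0% = plate median of test compound wells and 100% = 1 µM Z-Phe-Ala-diazomethylketone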
# JMJD2C inh – blocks human GASC-1 demethylase activity; Q9H3R0; GST-JMJD2C(1-420) H3K9me3 demethylation, DELFIA europium; inhibition, % at 2.35 µM; hit rate 0.069% among 330,000;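 active means more than half of a compound's replicate wells show inhibition beyond 50%, single wells judged on their own value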;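 further: signal counts dimethyl H3K9 product captured on neutravidin plate; 0% = median of DMSO wells and 100% = 0.3 times that DMSO median; strong numbers were not always called active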
# proCasp7 act – counter-screen: procaspase-7 (human) activation | activation, % at 8.5 µM | hit rate 0.093% among 330,000 | recombinant procaspase-7, Ac-DEVD-pNA absorbance 405 nm; D23A/D198A/D206A triple mutant, cannot self-cleave; scale: DMSO 0, 5 µM enzyme 100;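 active means percent activation above the screen-wide mean plus 3 SD, cut at about 25% in these data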
#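 System: Uncleavable procaspase-7 mutant enzyme; Amount: 2 µM procaspase-7 mutant as dispensed; Schedule: 1 h compound preincubation, 2 h substrate cleavage, 25 °C; Measured by: 405 nm absorbance of p-nitroaniline; Evaluation: percent activation from buffer-corrected 0–120 min absorbance change; Control set: low DMSO alone, high DMSO plus 5 µM PC-7.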
# GRK2 inh – inhibitors of human GRK2 displacing RNA aptamer; bead flow cytometry, FAM-aptamer displacement from GRK2; P25098; AID 488847; inhibition of aptamer binding, % at 10 µM; hit rate 0.59% among 330,000;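 active means inhibition of aptamer binding above 40%, roughly 3 SD of noise, on plates passing a quality check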;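 further: median bead fluorescence of bound FAM aptamer so fluorescent compounds give negative values; no value below 0 was filed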
# PP5 primary – inhibitors of human protein phosphatase 5 (PP5); purified PP5c, OMFP substrate fluorescence; AID 1987; P53041; inhibition, % at 6.7 µM; hit rate 0.18% among 320,000;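 active means inhibition above the campaign's mean inhibition across all tested compounds plus 3 SD, cut at about 9.5% in these data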;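 further: 0% = DMSO only and 100% = 100 µM cantharidin control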
# Target sequence (P53041 whole entry, looked up): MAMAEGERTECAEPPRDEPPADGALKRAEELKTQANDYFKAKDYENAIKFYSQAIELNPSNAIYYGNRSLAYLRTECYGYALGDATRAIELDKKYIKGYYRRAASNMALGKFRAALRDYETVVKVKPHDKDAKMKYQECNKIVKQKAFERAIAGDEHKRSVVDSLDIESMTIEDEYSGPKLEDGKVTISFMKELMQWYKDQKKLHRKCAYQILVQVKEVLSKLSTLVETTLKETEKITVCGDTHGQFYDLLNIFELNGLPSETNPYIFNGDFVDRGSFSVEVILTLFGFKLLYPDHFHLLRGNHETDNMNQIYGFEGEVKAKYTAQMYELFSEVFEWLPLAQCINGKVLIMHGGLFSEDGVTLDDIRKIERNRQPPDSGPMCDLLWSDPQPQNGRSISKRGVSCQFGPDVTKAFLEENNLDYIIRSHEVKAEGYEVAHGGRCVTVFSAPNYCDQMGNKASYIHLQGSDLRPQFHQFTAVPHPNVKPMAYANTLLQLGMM
# PP1 inh – counter-screen for PP5 inhibitors: inhibitors of human PP1-alpha; P62136; purified PP1alpha, OMFP fluorescence; inhibition, % at 6.7 µM; hit rate 0.9% among 320,000; AID 2235;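 active means inhibition above the mean inhibition of all tested compounds plus 3 SD, computed separately for each screening campaign, cut at about 15% in these data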
# Target sequence (P62136 whole entry, looked up): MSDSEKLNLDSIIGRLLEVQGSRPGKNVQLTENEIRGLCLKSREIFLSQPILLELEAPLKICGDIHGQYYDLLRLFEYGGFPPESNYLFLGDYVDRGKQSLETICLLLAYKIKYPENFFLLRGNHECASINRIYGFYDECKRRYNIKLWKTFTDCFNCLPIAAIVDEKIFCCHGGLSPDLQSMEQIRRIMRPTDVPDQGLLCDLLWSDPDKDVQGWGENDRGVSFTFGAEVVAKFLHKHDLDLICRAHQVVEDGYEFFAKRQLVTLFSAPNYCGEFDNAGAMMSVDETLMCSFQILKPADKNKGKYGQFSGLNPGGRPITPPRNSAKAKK
# * hit, by the source's call; i = inactive; . = not tested or not shown.
no.	Molecule	proCasp3 act	core dimer inh	VLA-4 inh	Fh CTSL1 inh	JMJD2C inh	proCasp7 act	GRK2 inh	PP5 primary	PP1 inh
1	CCCn1nnnc1SCC(=O)NCc1ccc(OC)cc1	8	-4	-4	0	31	10	1	1.4	-2
2	CC1(C)CC2CC(C)(CN2C(=O)c2ccccc2)C1 (stereo not drawn)	-4	-1	-1	-2	20	4	1	3.4	-1
3	C[C@@H](NC(=O)c1cc2c([nH]c3ccccc32)c(-c2ccccc2)n1)C(=O)O	11	11	15	-1	-4	-4	1	-0.2	1
4	c1ccc(-c2noc(C3CCCCC3)n2)nc1	8	3	11	0	-14	5	0	0.7	1
5	Cc1ccc(C(=O)Nc2cc([N+](=O)[O-])ccc2C)cc1	5	0	5	-3	3	2	0	-0.7	-3
6	CCc1ccc(C(C(=O)NCc2ccccc2)N(C(=O)c2csnn2)C2CC2)cc1 (stereo not drawn)	-1	0	3	-1	-4	-3	2	-0.3	0
7	COc1ccc(-c2c(C)n([O-])c3c([n+]2=O)CCCCC3)cc1	-4	-3	-16	2	-1	11	2	1.4	-2
8	CCCN(CCC)S(=O)(=O)c1cc(Br)cc2c1N(C(=O)CC)CC2	-8	6	-14	6	-5	3	0	4.0	5
9	Oc1c(C(c2ccco2)N2CCN(C(c3ccccc3)c3ccccc3)CC2)sc2ncnn12 (stereo not drawn)	-8	34	-15	0	8	-6	2	5.6	6
10	CCN(CC)CCN1C(=O)C(O)=C(C(C)=O)C1c1ccccc1[N+](=O)[O-] (stereo not drawn)	-1	0	-9	1	-1	-4	6	0.9	2

# Some of the entries above in another layout:
# Under each structure: proCasp3 act | core dimer inh | VLA-4 inh | Fh CTSL1 inh | JMJD2C inh | proCasp7 act | GRK2 inh | PP5 primary | PP1 inh
(2) CC1(C)CC2CC(C)(CN2C(=O)c2ccccc2)C1 (stereo not drawn)
→ -4 | -1 | -1 | -2 | 20 | 4 | 1 | 3.4 | -1
(3) C[C@@H](NC(=O)c1cc2c([nH]c3ccccc32)c(-c2ccccc2)n1)C(=O)O
→ 11 | 11 | 15 | -1 | -4 | -4 | 1 | -0.2 | 1
(4) c1ccc(-c2noc(C3CCCCC3)n2)nc1
→ 8 | 3 | 11 | 0 | -14 | 5 | 0 | 0.7 | 1

# The list continues.
no.	Molecule	proCasp3 act	core dimer inh	VLA-4 inh	Fh CTSL1 inh	JMJD2C inh	proCasp7 act	GRK2 inh	PP5 primary	PP1 inh
11	CCOC(=O)c1ccc(NC(=O)CSc2nnc(COc3ccccc3OC)n2C)cc1	2	0	3	0	-21	-8	1	1.3	-4
12	CCn1c(SCC(=O)NC2CC2)nnc1-c1ccccc1OC	4	-6	-10	1	-1	2	0	2.0	1
13	CC1=C(C(=O)Nc2ccccc2C(=O)NCCCOC(C)C)SCCO1	0	8	3	2	-4	-1	0	-3.7	-4
14	O=C(Nc1ccc(-c2nc3cccnc3s2)cc1)C1CCCO1 (stereo not drawn)	1	-12	0	4	-3	-3	0	0.1	0
15	COc1cc(/C=C/C(=O)O)cc(S(=O)(=O)Nc2ccccc2Cl)c1OC	10	-11	3	0	-1	-1	2	-2.4	0
16	C=CCN1C(=O)/C(=C/C(=O)OC)S/C1=N\NC(=O)c1ccccc1	12	1	17	1	-2	2	0	0.3	2
17	Cc1cc(C)c(C#N)c(SCc2c(F)cccc2[N+](=O)[O-])n1	-13	0	-18	2	11	-2	0	4.5	2
18	COc1cc(NC(=O)C2CCC(=O)N2S(=O)(=O)c2ccc(C)cc2)cc(OC)c1 (stereo not drawn)	5	1	22	-3	3	12	0	0.9	0
19	C/C(=N\NC(=O)c1ccn(C)n1)c1ccc(NC(=O)c2cccc(F)c2)cc1	2	-8	-1	0	-5	-1	1	-0.2	1
20	CCn1c(SC(C)C(=O)Nc2nnc(C)s2)nnc1-c1ccco1 (stereo not drawn)	3	1	9	-3	6	5	2	-0.7	-4
21	O=C(NCCCN=C1NS(=O)(=O)c2ccccc21)c1ccccc1Cl	10	-15	7	1	-36	11	2	2.4	-4
22	N#CCC(=O)Nc1ccc(C(=O)NNC(=S)NC2CCCCC2)cc1	4	.	0	.	6	12	0	.	.
23	O=C(CC(C(=O)O)c1cccc(Br)c1)c1ccc(Cl)cc1 (stereo not drawn)	2	12	2	-2	3	-1	0	0.5	0
24	CCCc1nc(-c2ccccc2)c(-c2ccc(OC)c(OC)c2)c(=O)[nH]1	7	10	-101	4	-43	2	0	0.5	12
25	CCn1c(SCC(=O)Nc2nccs2)nnc1-c1ccccc1	0	4	11	2	9	-11	2	0.4	-4
26	COc1ccc(N2CCN(CC(O)COc3ccc(F)cc3)CC2)cc1 (stereo not drawn)	0	-11	6	1	27	0	0	3.4	-1
27	CCCCn1c(N)c(N(C)C(=O)C2CCCC2)c(=O)[nH]c1=O	7	.	10	.	-4	7	3	-1.8	-3
28	O=C(CNc1n[nH]c(=O)[nH]c1=O)N/N=C/c1ccccc1	9	-1	5	-1	1	-4	6	-0.4	-5
29	Cc1cccc(C)c1-n1c(C)cc(/C=N/NC(=O)c2ccncc2)c1C	-10	-1	17	3	6	-3	0	4.2	3
30	O=C(c1cccc(Br)c1)N1CCN(c2ccc(N3CCOCC3)nn2)CC1	-3	1	17	18*	7	-2	5	1.3	-3
31	Cc1ccc(CN2C(=O)C(CC(C)C)Nc3ncnc(N4CCN(c5ccccn5)CC4)c32)cc1 (stereo not drawn)	-10	16	8	2	1	-6	2	2.3	7
32	O=C(NCc1ccc(Cl)cc1)C(=O)NCC1OCCCN1S(=O)(=O)c1cccs1 (stereo not drawn)	-2	15	-11	-1	2	5	0	2.1	-1
33	CCn1cc(-c2csc(N)n2)c(C)n1	-6	0	1	-2	11	10	3	0.4	2
34	CC(=O)Nc1ccc(-c2ccnc(-c3ccc(NC(C)=O)cc3)n2)cc1	5	-1	4	3	1	3	0	-2.8	-2
35	Cc1cc(N2C(=O)C(O)=C(C(=O)c3ccco3)C2c2ccc([N+](=O)[O-])cc2)no1 (stereo not drawn)	-12	18	4	1	6	-7	0	3.5	4
36	O=C(O)C1CC=CCC1C(=O)N1CC=C(c2ccccc2)CC1 (stereo not drawn)	-3	-1	17	-5	1	-12	2	2.1	-2
37	CCOc1ccc(-n2c(SCC(=O)Nc3ccc(C(=O)O)cc3)nc3ccccc3c2=O)cc1	-10	20	12	5	2	-7	0	-1.3	1
38	Cc1c(Cl)cccc1NC(=O)C1CCN(S(C)(=O)=O)CC1	-1	-3	-5	0	8	10	1	-1.7	-5
39	O=C(NC(=S)NCc1ccccc1)C1CC1	-4	4	16	6	-10	7	1	-0.3	0
40	O/C(=C\c1nc2ccccc2nc1/C=C(\O)c1ccccc1)c1ccccc1	-5	-6	i	-1	-6	-2	10	2.5	1
41	Nc1nc(Nc2ccccc2F)sc1C(=O)c1ccccc1	-5	-6	37	3	-14	4	0	-0.4	2
42	COc1cc(OC)cc(C(=O)NC(=S)NNC(=O)[C@H]2C[C@@H]2c2ccccc2)c1	-9	-5	-1	3	9	-22	0	2.0	-2
43	Cc1ccc(CN2CC(C(=O)Nc3cccc(C)n3)CC2=O)cc1 (stereo not drawn)	0	-1	3	3	115	4	0	0.2	-2
44	CCCOc1ccc(N2C(=O)CC(N(CCc3ccc(OC)cc3)C(=O)/C=C/C(=O)O)C2=O)cc1 (stereo not drawn)	-10	3	-4	6	-11	-5	0	0.3	0
45	COc1c(Cl)cc(Cl)cc1CNc1ccc(S(N)(=O)=O)cc1	-5	3	1	0	-17	-7	0	2.0	0
46	O=C(NC1CCCCC1)C(=S)NCCc1ccccc1	-1	4	1	-3	-1	-22	0	0.1	-3
47	CC1CCN(c2nc(-c3ccco3)c3c(c2C#N)CC(C)(C)OC3)CC1	0	30	11	-1	-1	-3	0	0.0	-5
48	CCC(OC(C)=O)c1cc2c(cc1[N+](=O)[O-])OCCO2 (stereo not drawn)	14	5	6	1	4	1	0	2.9	-2
49	CC1=C(C(=O)OC2CCCC2)C(c2ccc(C)o2)C2=C(CC(c3cccs3)CC2=O)N1 (stereo not drawn)	1	8	3	6	-11	3	5	5.2	5
50	Cc1ccccc1OCC(=O)Nc1cc(S(=O)(=O)N2CCCCC2)ccc1N1CCN(C)CC1	-1	4	11	-8	8	6	0	3.8	8

# 4 entries out of the list, sorted by number of heavy atoms, low to high.
no.	Molecule	proCasp3 act	core dimer inh	VLA-4 inh	Fh CTSL1 inh	JMJD2C inh	proCasp7 act	GRK2 inh	PP5 primary	PP1 inh
41	Nc1nc(Nc2ccccc2F)sc1C(=O)c1ccccc1	-5	-6	37	3	-14	4	0	-0.4	2
42	COc1cc(OC)cc(C(=O)NC(=S)NNC(=O)[C@H]2C[C@@H]2c2ccccc2)c1	-9	-5	-1	3	9	-22	0	2.0	-2
49	CC1=C(C(=O)OC2CCCC2)C(c2ccc(C)o2)C2=C(CC(c3cccs3)CC2=O)N1 (stereo not drawn)	1	8	3	6	-11	3	5	5.2	5
44	CCCOc1ccc(N2C(=O)CC(N(CCc3ccc(OC)cc3)C(=O)/C=C/C(=O)O)C2=O)cc1 (stereo not drawn)	-10	3	-4	6	-11	-5	0	0.3	0

# More structures follow:
no.	Molecule	proCasp3 act	core dimer inh	VLA-4 inh	Fh CTSL1 inh	JMJD2C inh	proCasp7 act	GRK2 inh	PP5 primary	PP1 inh
51	COc1ccc(-n2c(C)cc(C(=O)CN3CCCCC3)c2C)cc1	-7	5	8	-4	-12	2	0	-0.2	1
52	CC(C)C[C@@H]1NC(=O)[C@H](C(C)C)NC(=O)c2cc([N+](=O)[O-])cc(I)c2NCC[C@@H](C(N)=O)NC1=O	-6	7	.	7	3	-9	.	3.5	1
53	Cc1nc2ccc(S(=O)(=O)N(C)CC(=O)Nc3ccccc3F)cc2s1	1	2	0	-3	9	-1	3	-0.9	-4
54	CCC(C(=O)NC1CCCC1)N(Cc1ccccc1Cl)C(=O)c1snc(C(N)=O)c1N (stereo not drawn)	-4	-8	9	-1	10	-7	2	3.2	2
55	O=S(=O)(NCCCc1ccccc1)c1ccc(Br)cc1	-7	-5	-9	-2	2	6	0	0.0	1

# This is a random part of the collection, and some 2.6% of all compounds hit somewhere here.
